# Screens deposited in PubChem BioAssay by National Center for Advancing Translational Sciences (NCATS).
# KB-3-1 cytotox = kills parental KB-3-1 adenocarcinoma cells | KB-3-1 viability, CellTiter-Glo ATP luminescence, 72 h | Potency, µM (series often up to 46.1 µM), for inactives: at the top dose activity change, negative = cytotoxic, most hits filed as cytotoxic | hit rate 1.4% among 400,000 | AID 1347075; note: potency is the fitted concentration of half-maximal effect; % is set by controls: 0 for no effect and ±100 for the full control effect; nearly all actives have a fitted effect of over 60% in size
#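 Using CellTiter-Glo luminescence, growth of non-resistant KB-3-1 adenocarcinoma cells is assessed 72 h after pin-tool compound addition at 37 °C. Normalized responses across the concentration series yield fitted curves.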
# KB-V1 MDR tox = kills drug-selected multidrug resistant KB-V1 cells; KB-V1 MDR cells viability, CellTiter-Glo, 72 h; Potency, µM (series often up to 46.1 µM), for inactives: top-dose activity change, negative = cytotoxicity, most hits filed as cytotoxic; hit rate 3.4% among 400,000; AID 1347076; note: potency is the fitted concentration of half-maximal effect; % is set by controls: 0 for no effect and ±100 for the full control effect; nearly all actives have a fitted effect of over 60% in size
#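 Cytotoxicity toward P-gp-expressing KB-V1 cells was determined as loss of CellTiter-Glo luminescence after 72 h at 37 degrees C. Compounds were tested in quantitative HTS format across a concentration range, with curves fitted to normalized data.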
# DRD3 agonist = activates the human D3 dopamine receptor; P35462; max activation, %; D3R DiscoveRx beta-arrestin cells, luminescence, 90 min; hit rate 0.58% among 410,000; AID 652048; in the data active = max activation above about 30%; note: 0% is about no effect; mostly tested at two doses, the higher about 12 µM
# Target sequence (P35462 whole entry, looked up): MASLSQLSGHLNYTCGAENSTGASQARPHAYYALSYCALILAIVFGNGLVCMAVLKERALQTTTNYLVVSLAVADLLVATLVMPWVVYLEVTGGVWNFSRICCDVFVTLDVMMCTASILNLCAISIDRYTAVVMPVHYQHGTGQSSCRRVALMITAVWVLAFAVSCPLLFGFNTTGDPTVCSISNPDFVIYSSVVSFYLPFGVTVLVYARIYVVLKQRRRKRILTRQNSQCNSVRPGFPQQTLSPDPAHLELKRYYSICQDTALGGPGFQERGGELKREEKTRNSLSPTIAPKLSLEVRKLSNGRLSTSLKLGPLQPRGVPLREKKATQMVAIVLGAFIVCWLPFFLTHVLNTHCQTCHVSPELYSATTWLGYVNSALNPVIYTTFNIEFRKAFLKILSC
#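 Agonist-mode cell screen: cells plated at 1500/well and incubated overnight at 37 °C, then exposed to library compounds for 90 min at 37 °C. Detection reagent was added for 30–60 min at room temperature, and luminescence was read.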
# IL-1B inflam inh = inhibitors of inflammasome signaling (IL-1 beta secretion); THP-1 LPS/ATP IL-1B secretion, AlphaLISA, 16 h; active compounds read low; activity change, % at 57.5 µM; hit rate 4.7% among 360,000; in the data active = activity change below about -50%; inconclusive = mostly about -30% to -49%; note: % is set by controls: 0 for no effect and ±100 for the full control effect
#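 THP-1 cells pretreated 1 hr with compounds (up to 57.5 uM final), then stimulated with LPS (250 ng/mL final) plus ATP (1.25 mM final); secreted IL-1B measured by AlphaLISA after 16 hr, decreased signal indicating inhibition.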
# MCF10A rerep = induces DNA re-replication in MCF 10a normal breast cells. MCF 10A DNA re-replication, Hoechst nuclear intensity, 48 h. Potency, µM (top dose mostly 46.1 µM), without a hit: top-dose activity, positive = re-replication, usual class: activators. hit rate 2.9% among 350,000; note: potency is the fitted concentration of half-maximal effect; % of control where 0% means no effect; nearly all actives have a fitted effect of over 50% in size
# HT1080-NT tox = kills 2HG-producing HT-1080-NT fibrosarcoma cells; AID 686970; Potency, µM (titrated, usually from 46.1 µM), for the others: top-dose activity, negative = less viability, hits mostly cytotoxic; HT-1080-NT fibrosarcoma viability, CellTiter-Glo ATP luminescence, 48 h; hit rate 1.6% among 360,000;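 note: NT is the 2HG producing partner of a matched IDH1 knockdown line; potency is the fitted concentration of half-maximal effect; 0% = DMSO-treated cells and -100% = media-only wells without cells; nearly all actives have a fitted effect of over 55% in size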
#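 HT-1080-NT fibrosarcoma cells (2HG-overproducing), 750 cells/well in RPMI with 5% FBS, dosed after 2 h and incubated 48 h at 37C. CellTiter-Glo luminescence normalized to DMSO and no-cell wells; concentration-response curves fitted and classed.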
# SW480 rerep = inducers of DNA re-replication in SW480 colon cancer cells. SW480 DNA re-replication, Hoechst DNA content imaging, 48 h. Potency, µM (doses to about 46.1 µM), without a hit: top-dose re-replication activation, usual class: activators. hit rate 1.8% among 340,000; note: potency is the fitted concentration of half-maximal effect; % of control where 0% means no effect; nearly all actives have a fitted effect of over 55% in size
#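 Per well, 250 cells were exposed to pinned compound for 48 hr. Nuclear DNA was visualised with Hoechst (40 min, 37 C) and total object intensity recorded by fluorescence scanning.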
# GLP1R cytotox = cytotoxic in the GLP-1 receptor inverse agonist counter-screen | Potency, µM (doses to about 38.3 µM), without a hit: at the highest dose activity change, negative = inhibition, usual class: inhibitors | hit rate 0.13% among 410,000 | HEK293 cAMP-luciferase reporter cells, luminescence, 24 h | AID 624418;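 note: loss of luciferase light is scored as toxicity; potency is the fitted concentration of half-maximal effect; % is set by controls: 0 for no effect and ±100 for the full control effect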
#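 A 23 nL compound transfer followed 12 hours of cell culture at 37 deg C; exposure then lasted 24 hr. Luciferase assay detection reagent was dispensed and plates read for luminescence after a 12 min room-temperature wait.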
# HT1080 IDH1KD tx = kills HT-1080 cells with IDH1 knockdown | Potency, µM (top dose mostly 46.1 µM), for inactives: top-dose activity, negative = toxicity, usual class: cytotoxic | HT-1080 IDH1 knockdown viability, ATP luminescence, 48 h | hit rate 2% among 360,000;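 note: potency is the fitted concentration of half-maximal effect; 0% = DMSO wells and -100% = cell-free medium wells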
#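 Viability of IDH1-knockdown HT-1080 fibrosarcoma cells was assessed by CellTiter-Glo after 48 h at 37 °C with titrated compound; concentration-effect curves were classified by fit quality and response size.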
# An asterisk follows results filed as active; i = inactive; ? = inconclusive; . = no result given; & = joins results of further samples; [ ] = dose if it differs, or a comment. Unless noted, calls come from the whole dose curve; as a rule, active = well fitted curve in the direction sought with a large enough effect; inconclusive = small, poorly fitted or top-dose-only effect, or another doubt; inactive = no such curve, though single readings can be large; an effect the other way counts as inactive or inconclusive.
no.	molecule	KB-3-1 cytotox	KB-V1 MDR tox	DRD3 agonist	IL-1B inflam inh	MCF10A rerep	HT1080-NT tox	SW480 rerep	GLP1R cytotox	HT1080 IDH1KD tx
1	NS(=O)(=O)c1cccc(NC(=O)COC(=O)C2(c3cccc(F)c3)CCCC2)c1	3%	12%	1	-53*	0%	-11%	-3%	-4%	-12%
2	Cc1c(-c2cccs2)[n+](=O)c2c(n1[O-])CCCCC2	-8%	-23%	2	11	-2%	4%	-13%	-8%	1%
3	CCc1ccccc1NC(=S)N=Nc1c(O)n(C)c2ccc(S(=O)(=O)N3CCOCC3)cc12	?	?	-1	0	?	-12%	?	?	-22%
4	Cc1ccc(-c2c[n+](CC(=O)Nc3c(C)cccc3C)c3n2CCC3)cc1	-11%	-11%	-9	-64*	1%	-6%	-5%	6%	-7%
5	CN(CC(=O)Nc1ccc(F)cc1)C(=O)CSc1ncccn1	10%	2%	4	15	-1%	10%	-3%	1%	0%
6	CCC1(C)Cc2ccccc2-c2nc(NCCCO)n(C)c(=O)c21 (stereo not drawn)	-5%	20%	-8	-8	-5%	4%	-17%	3%	3%
7	O=C(COc1ccc(S(=O)(=O)NCc2ccccc2)cc1)NCC1CCCO1 (stereo not drawn)	1%	-7%	0	-23	17%	6%	0%	-7%	4%
8	CCOC(=O)Cn1c(CN2CC(C)OC(C)C2)nc2c1c(=O)n(C)c(=O)n2C (stereo not drawn)	8%	0%	1	25	11%	7%	-8%	-29%	14%
9	COc1cc(/C=C(\C#N)C(=O)NCC2CCCO2)c([N+](=O)[O-])cc1OC (stereo not drawn)	3%	18%	-2	0	17%	-10%	18%	11%	-7%
10	O=C1NCCN(Cc2c(F)cccc2Cl)C1CC(=O)N1CCCCO1 (stereo not drawn)	0%	?	2	-4	2%	2%	-2%	7%	-3%
11	O=S(=O)(Nc1cccc(-c2ccc(N3CCCC3)nn2)c1)c1ccc(F)c(C(F)(F)F)c1	-9%	1%	5	.	.	.	.	-3%	.
12	Cc1ncsc1C(=O)Nc1cccc(C(F)(F)F)c1	-11%	-15%	3	4	-2%	-5%	1%	-15%	2%

# (cont.)
no.	molecule	KB-3-1 cytotox	KB-V1 MDR tox	DRD3 agonist	IL-1B inflam inh	MCF10A rerep	HT1080-NT tox	SW480 rerep	GLP1R cytotox	HT1080 IDH1KD tx
13	O=C(NC1CC(=O)c2sccc21)c1cccc(C(F)(F)F)c1 (stereo not drawn)	4%	-21%	1	28	-2%	15%	1%	-12%	13%
14	COC(=O)c1ccc2nccnc2c1	-2%	-9%	-20	12	0%	19%	-15%	-2%	19%
15	O=C(OCC(=O)N1CCCCCC1)c1ccc(Cl)c(S(=O)(=O)N2CCCC2)c1	0%	-21%	-4	-1	?	0%	-11%	-8%	-16%
16	COc1ccc(NC(=O)c2cc(-c3ccccc3)on2)cc1OC	-2%	9%	-4	-1	1%	8%	-14%	2%	-12%
17	Cc1oc(-c2ccccc2Cl)nc1CS(=O)CC(=O)N1CCN(c2ccccc2)CC1 (stereo not drawn)	-9%	-9%	10	-15	-4%	-10%	?	0%	-2%
18	COC(=O)CSc1ncnc2c1cnn2Cc1ccccc1	14%	10%	0	18	0%	6%	-5%	-10%	-3%
19	CC1(C(=O)O)CCCN1C(=O)c1cccc2ccccc12 (stereo not drawn)	2%	-7%	-4	23	.	12%	.	5%	8%
20	Cc1nn(C)c(C(=O)Sc2ccccc2)c1[N+](=O)[O-]	-3%	9%	-9	-13	68%	-22%	-2%	2%	?
21	COc1ccc(CNC(=O)CSc2ncnc3ccccc23)cc1OC	-1%	-6%	1	12	-17%[9.22 µM]	-8%	4%	1%	-4%
22	COc1cc(C(=O)Nc2ccccc2-c2nc(-c3ccc(C)cc3)no2)cc(OC)c1OC	6%	-9%	-13	.	.	.	.	1%	.
23	O=C(c1nc2ccc(Cl)cn2c1CN1CCC(CO)CC1)N1CCc2ccccc2C1	.	.	-22	10	?	0%	-5%	-2%	2%
24	COc1cc(C(=O)CSc2nnc(-c3ccc(O)cc3)n2CC2CCCO2)ccc1NC(C)=O (stereo not drawn)	-10%	1%	-9	0	-6%	12%	16%	5%	-3%

# Sorted by molecular weight (smallest number first): six of the compounds above
no.	molecule	KB-3-1 cytotox	KB-V1 MDR tox	DRD3 agonist	IL-1B inflam inh	MCF10A rerep	HT1080-NT tox	SW480 rerep	GLP1R cytotox	HT1080 IDH1KD tx
19	CC1(C(=O)O)CCCN1C(=O)c1cccc2ccccc12 (stereo not drawn)	2%	-7%	-4	23	.	12%	.	5%	8%
16	COc1ccc(NC(=O)c2cc(-c3ccccc3)on2)cc1OC	-2%	9%	-4	-1	1%	8%	-14%	2%	-12%
21	COc1ccc(CNC(=O)CSc2ncnc3ccccc23)cc1OC	-1%	-6%	1	12	-17%[9.22 µM]	-8%	4%	1%	-4%
15	O=C(OCC(=O)N1CCCCCC1)c1ccc(Cl)c(S(=O)(=O)N2CCCC2)c1	0%	-21%	-4	-1	?	0%	-11%	-8%	-16%
17	Cc1oc(-c2ccccc2Cl)nc1CS(=O)CC(=O)N1CCN(c2ccccc2)CC1 (stereo not drawn)	-9%	-9%	10	-15	-4%	-10%	?	0%	-2%
24	COc1cc(C(=O)CSc2nnc(-c3ccc(O)cc3)n2CC2CCCO2)ccc1NC(C)=O (stereo not drawn)	-10%	1%	-9	0	-6%	12%	16%	5%	-3%

# (list continues)
no.	molecule	KB-3-1 cytotox	KB-V1 MDR tox	DRD3 agonist	IL-1B inflam inh	MCF10A rerep	HT1080-NT tox	SW480 rerep	GLP1R cytotox	HT1080 IDH1KD tx
25	Cc1ccc(NC(=O)CSc2nc3ccccc3nc2Cc2ccccc2)c(C)c1	12%	?	6	.	.	.	.	-10%	.
26	CCN=C(NC#N)SCc1c(F)cccc1Cl	0%	-8%	-3	i	15%	7%	-2%	-16%	7%
27	COc1ccc(Br)cc1CNC(=O)CCc1nc(-c2ccc(C)cc2)no1	-2%	?	-10	6	0%	-16%	-2%	-2%	-9%[9.24 µM]
28	Cc1ccc2[nH]c3c(c2c1)CCN1C(=O)OC(C)(C)C31C (stereo not drawn)	9%	0%	1	21	9%	-1%	-1%	-6%	-4%
29	CN(C(=O)c1cccc(NC(=O)Cc2ccc(NC(=O)C3CCCN(C(=O)c4ccccc4)C3)cc2)c1)C1CCCCC1 (stereo not drawn)	2%	9%	10	20	?	1%	0%	-4%	6%
30	Cc1ccc2c(c1)C(c1ccc(F)cc1)N(C(=O)c1ccc(OC(C)C)cc1)CC(=O)N2 (stereo not drawn)	-17%	-21%	-28	.	.	.	.	?	.
31	Clc1ccccc1-c1nc(-c2ccncc2)no1	?	?	1&4&4	16	?	-25%&-5%	-4%&1%&-2%	-5%&32%	-18%&-7%
32	COc1ccc(/C=C(/NC(=O)c2ccccc2)C(=O)N2CCC(C)CC2)cc1	10%	-17%	1	4	-5%	-5%	-20%	-5%	0%
33	O=C(NCc1ccc(Cl)cc1)c1ccc(NC(=O)C2CCCO2)cc1 (stereo not drawn)	?	?	-5	-21	-10%	17%	-1%	-6%	12%
34	Cc1nc(N/N=C/c2cccc([N+](=O)[O-])c2)cc(N2CCCCC2)n1	3%	-22%	-8	26	.	-1%	.	-3%	10%
35	Cc1ccc(C2(CC(=O)N3CCCC3)CCOC(C(C)C)C2)cc1 (stereo not drawn)	-2%	-11%	2	1	7%	5%	-3%	-22%	2%
36	COc1cc2c(cc1OC)C(c1cccs1)N(C(=O)c1ccc(S(=O)(=O)N(C)C)cc1)CC2 (stereo not drawn)	-14%	-2%	7	?	2%	-3%	-25%	4%	-5%

37: Cc1ccc(CN2CCNC(=O)C2CC(=O)NCC(F)(F)F)o1 (stereo not drawn)
38: CC(C)(C)c1ccc(C(=O)NCC(=O)OCC(=O)Nc2ccccc2[N+](=O)[O-])cc1
39: COCCCNC(=S)Nc1ccc2nc(N3CCOCC3)cc(C)c2c1
40: CCCCOc1ccc(C(C)NC(=O)C2CCCN(S(=O)(=O)CC)C2)cc1 (stereo not drawn)
41: CCCCCCNC(=O)c1c[nH]c2ccc(S(=O)(=O)N(C)c3ccc(C(C)C)cc3)cc2c1=O
42: CCN(C[C@H]1N[C@@](CC)(C(=O)OC)[C@H]2C(=O)N(C)C(=O)[C@@H]12)S(=O)(=O)c1ccccc1
Compound,37,38,39,40,41,42
KB-3-1 cytotox,-1%,?,-1%,6%,5%,-1%
KB-V1 MDR tox,4%,?,12%,7%,10%,-9%
DRD3 agonist,9,-13,-4,-8,2,0
IL-1B inflam inh,-10,27,5,-12,.,1
MCF10A rerep,3%,3%,-11%,-1%,.,-3%
HT1080-NT tox,12%,20%,0%,-1%,.,8%
SW480 rerep,-10%,0%,-6%,0%,.,-19%
GLP1R cytotox,-2%,-4%,6%,-20%,0%,0%
HT1080 IDH1KD tx,1%,9%,0%,8%,.,10%

43: COC(=O)c1sc(-c2ccc(Cl)cc2)cc1NC(=O)COCC(=O)O
44: Oc1ccc(/C=N/Nc2ccnc3cc(Cl)ccc23)c(O)c1
45: O=C1OCc2cccc3cccc1c23
46: Cc1cc(C)nc(SCc2nnc(SCC(=O)Nc3nc(-c4ccccc4)cs3)n2C)n1
47: CC(C)C(c1nnnn1Cc1ccc(F)cc1)N1CCN(C(=O)c2ccco2)CC1 (stereo not drawn)
Compound,43,44,45,46,47
KB-3-1 cytotox,-1%,0%,4%,-1%,18%
KB-V1 MDR tox,8%,0%,-21%,-1%,?
DRD3 agonist,-3,-5,-13,3,10
IL-1B inflam inh,-21,?,-8,3,8
MCF10A rerep,-4%,?,8%,?,7%
HT1080-NT tox,7%,0%,7%,-6%,0%
SW480 rerep,-2%,?,-5%,-21%,-3%
GLP1R cytotox,0%,0%,9%,-5%,-9%
HT1080 IDH1KD tx,0%,-9%,-28%,0%,-1%[9.24 µM]
